E-selectin induc = E-selectin induction on HUVECs | P16581 | HUVEC E-selectin immunofluorescence imaging; normalized: neutral wells 0, TNF-alpha wells 100 | activation, % at 7.58 µM | 260,000 compounds, 0.37% hits | AID 686992;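 active means mean E-selectin-positive cell signal at least 10% of the positive control, reached in at least 60% of replicates, without over 20% cell loss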;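 further: in these data hits start at about 27%; measured in HUVEC primary endothelial cells; signal is the percent of cells scored E-selectin positive by PE staining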
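System: HUVEC, human umbilical vein endothelial cells; quantity: 3,000 cells/well; buffer or medium: EGM-2 medium, gelatin-coated wells; dosing: single-point compound dose; detection: immunofluorescence imaging; evaluation: % PE-positive cells; benchmarks: TNF-alpha, DMSO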
ERAP1 HTS inh = inhibitors of human ERAP1 aminopeptidase | recombinant ERAP1, Leu-AMC fluorescence, 60 min | inhibition, % at 10.7 µM | 340,000 compounds, 0.15% hits | Q9NZ08;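 active means mean replicate inhibition of at least 30%, or all replicates individually reaching that 30% level; inactive means mean below 30% and not every replicate reaching it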;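 further: 0% = neutral control wells and 100% = L-leucinethiol positive control wells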
S100A4 inh HTS = inhibitors of human S100A4 binding to myosin IIA peptide; S100A4/TAMRA-MyoIIA peptide fluorescence polarization; inhibition, % at 10.7 µM; 360,000 compounds, 0.14% hits;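 active means mean inhibition of at least 70% across replicates, with every replicate also reaching that level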
Target sequence (P26447 whole entry, looked up): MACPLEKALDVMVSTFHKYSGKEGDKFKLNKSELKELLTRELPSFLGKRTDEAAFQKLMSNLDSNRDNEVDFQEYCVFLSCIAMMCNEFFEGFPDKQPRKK
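Material: S100A4 monomer (human). Medium: Calcium-containing HEPES buffer, pH 7.2. Probe or stimulus: labelled myosin peptide probe, 5 nM. Compound dosing: one concentration per compound. Timing: polarization read 5 min after assay mix addition, stable 5–60 min. Benchmarks: DMSO as neutral control, TFP as positive control.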
RAD52 inh = inhibitors of human RAD52 DNA annealing. 360,000 compounds, 0.46% hits. P43351. recombinant RAD52 DNA annealing, FRET fluorescence. AID 651710. inhibition, % at 18.7 µM;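 active means every replicate showing at least 50% inhibition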
Target sequence (P43351 whole entry, looked up): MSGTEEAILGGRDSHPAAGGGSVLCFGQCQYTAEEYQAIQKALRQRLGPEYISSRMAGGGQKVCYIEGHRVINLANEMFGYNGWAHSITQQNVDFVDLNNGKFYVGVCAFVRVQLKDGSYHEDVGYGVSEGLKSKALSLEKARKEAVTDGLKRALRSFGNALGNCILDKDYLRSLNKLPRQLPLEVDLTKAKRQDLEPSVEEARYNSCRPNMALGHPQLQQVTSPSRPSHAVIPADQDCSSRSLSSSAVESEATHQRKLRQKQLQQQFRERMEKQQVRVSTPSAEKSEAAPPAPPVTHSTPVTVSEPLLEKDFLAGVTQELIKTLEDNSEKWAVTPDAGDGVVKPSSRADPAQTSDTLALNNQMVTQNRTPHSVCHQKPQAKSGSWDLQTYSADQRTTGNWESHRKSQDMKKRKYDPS
RAD54 branch = blocks human RAD54 Holliday junction branch migration; Q92698; inhibition, % at 10.4 µM; FAM/BHQ fluorescence; 360,000 compounds, 0.14% hits;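 active means mean normalized replicate activity at least 40 and at least half of replicates scoring 40 or more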;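 further: 0% = median of neutral control wells and 100% = median of positive control wells; inhibitors cause a drop in the FAM fluorescence signal; in these data hits start at about 50%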
ERp5 block = ERp5 (human) disulfide isomerase inhibition | Q15084 | ERp5 insulin aggregation, absorbance 650 nm, 90 min | inhibition, % at 9.99 µM | 350,000 compounds, 0.05% hits;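 active means mean replicate inhibition above about 25%, with every replicate also reaching it, limit read from the data, passing the limit was not always enough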
Target sequence (Q15084 whole entry, looked up): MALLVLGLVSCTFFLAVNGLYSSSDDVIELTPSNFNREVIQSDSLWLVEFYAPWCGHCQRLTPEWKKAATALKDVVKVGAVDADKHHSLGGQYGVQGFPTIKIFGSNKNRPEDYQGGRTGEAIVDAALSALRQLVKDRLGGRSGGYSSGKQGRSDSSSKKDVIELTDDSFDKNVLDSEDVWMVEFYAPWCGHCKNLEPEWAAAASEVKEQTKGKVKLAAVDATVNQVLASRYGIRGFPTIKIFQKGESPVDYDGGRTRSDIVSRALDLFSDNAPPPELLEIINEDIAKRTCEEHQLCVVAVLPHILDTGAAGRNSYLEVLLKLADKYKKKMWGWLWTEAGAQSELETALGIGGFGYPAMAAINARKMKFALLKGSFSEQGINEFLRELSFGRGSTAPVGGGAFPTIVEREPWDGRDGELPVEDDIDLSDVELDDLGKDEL
XiGFP reactiv = activators of X-chromosome reactivation in mouse fibroblasts | XiGFP mouse fibroblasts, % GFP-positive cells imaging, 3 d; cells co-treated with 5-aza-dC sensitizer; scaled so ellipticine positive control = 100% | activation, % at 7.58 µM | 360,000 compounds, 0.055% hits | AID 743238;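 active means mean normalized replicate activation at least 10% and every replicate at or above 10%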;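 further: 0% = median of on-plate neutral control wells and 100% = ellipticine 6 µM median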
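Schedule: 3 d treatment, 15 min room-temperature fixation; system: 68-5-11 XiGFP fibroblast line; buffer or medium: DMEM plus 5-aza-dC sensitizer; control set: ellipticine 6 µM positive control; compound: one concentration, pinned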
esBAF inh = blocks esBAF chromatin remodeling in mouse ES cells. Bmi1-luciferase knock-in reporter, 24 h; 100% = twice the neutral-well signal. 350,000 compounds, 2% hits. reporter increase, % at 12.5 µM. AID 602393; in the data active means activation above about 40%;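 further: 0% = median of the plate's neutral control wells and 100% = double that signal; a rise in the Bmi1 reporter signal indicates esBAF inhibition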
* marks the source's active call; other numbers are inactive results; & = joins results of further samples; ! = not confirmed by another sample.

Start of the data: the first two entries (preview)
COC(=O)C1=C(C)N(Cc2ccccc2C(F)(F)F)C(=NCc2ccc3c(c2)OCO3)NC1c1cccc(C(F)(F)F)c1 (configuration not stated) was read as E-selectin induc -0.5, ERAP1 HTS inh 1, S100A4 inh HTS -17, RAD52 inh -21, ERp5 block -3 and XiGFP reactiv 0.4.
Screening NCCc1nnc(SCc2c(F)cccc2Cl)o1 returned ERAP1 HTS inh 3, S100A4 inh HTS 0, RAD52 inh 8, RAD54 branch -3, ERp5 block 0 and esBAF inh -2.

Results, repeating the preview:
COC(=O)C1=C(C)N(Cc2ccccc2C(F)(F)F)C(=NCc2ccc3c(c2)OCO3)NC1c1cccc(C(F)(F)F)c1 (configuration not stated) was read as E-selectin induc -0.5, ERAP1 HTS inh 1, S100A4 inh HTS -17, RAD52 inh -21, ERp5 block -3 and XiGFP reactiv 0.4.
Screening NCCc1nnc(SCc2c(F)cccc2Cl)o1 returned ERAP1 HTS inh 3, S100A4 inh HTS 0, RAD52 inh 8, RAD54 branch -3, ERp5 block 0 and esBAF inh -2.
Screening O=C(c1ccncc1)N1CCCCN2[C@H](C1)[C@@H](c1ccc(C#Cc3ccccn3)cc1)[C@@H]2CO returned E-selectin induc 0.4, ERAP1 HTS inh -1, S100A4 inh HTS 12, RAD52 inh -40, RAD54 branch 13, ERp5 block -7 and XiGFP reactiv 0.0.
`Cc1cnc(NC(=O)CSC(=S)N2CCOCC2)s1` gave ERAP1 HTS inh 9, S100A4 inh HTS -1, RAD52 inh -2, ERp5 block -8, XiGFP reactiv 0.0 and esBAF inh 1.
For CNC[C@H]1Oc2ccc(N(C)C)cc2C(=O)N([C@H](C)CO)C[C@H]1C the results were ERAP1 HTS inh -2, S100A4 inh HTS -5, RAD52 inh -5, RAD54 branch -3, ERp5 block 0, XiGFP reactiv -0.2 and esBAF inh -1.
Screening CCC(C)[C@H](NC(=O)N1CCn2c1nc1ccccc12)C(=O)NCCc1ccc(OC)c(OC)c1 (some centres not stated) returned ERAP1 HTS inh -1, S100A4 inh HTS -1, RAD52 inh -11, RAD54 branch -1, ERp5 block -4, XiGFP reactiv 0.1 and esBAF inh 3.
CCC(=O)N1[C@@H](CO)[C@@H]2c3ccccc3N(C(=O)c3cnccn3)C[C@@H]21 was read as E-selectin induc -0.1, ERAP1 HTS inh -2, S100A4 inh HTS 7, RAD52 inh -27, RAD54 branch -3, ERp5 block 5, XiGFP reactiv -0.1 and esBAF inh -4.
`CCOC(=O)c1ccc(NC(=S)N(CCCN2CCCC(C)C2)Cc2cccs2)cc1` (configuration not stated) gave E-selectin induc 10, ERAP1 HTS inh 4, S100A4 inh HTS -10, RAD52 inh -7, ERp5 block -1 and XiGFP reactiv -0.1.
`CCCN(C)C[C@H]1Oc2cc(-c3cccnc3)ccc2S(=O)(=O)N([C@H](C)CO)C[C@H]1C` gave E-selectin induc 0.2, ERAP1 HTS inh -2, S100A4 inh HTS 13, RAD52 inh -10, RAD54 branch -4, ERp5 block 3, XiGFP reactiv 0.7 and esBAF inh 1.
CCCNC(=O)N(C)C[C@@H]1Oc2ncc(-c3ccncc3)cc2C(=O)N([C@H](C)CO)C[C@@H]1C was read as E-selectin induc -0.3&0.3, ERAP1 HTS inh 33*!, S100A4 inh HTS 5&29&25, RAD52 inh -12&1&3, RAD54 branch 0&4&1, ERp5 block -5&-1&-3, XiGFP reactiv 0.0&-1.1 and esBAF inh -1&-2&-6.
`CCCNC(=O)Nc1ccc2c(c1)C(=O)N(C)C[C@@H](OC)[C@H](C)CN(Cc1cccnc1)[C@@H](C)CO2` gave E-selectin induc 2.2, ERAP1 HTS inh 3, S100A4 inh HTS 44, RAD52 inh 33, RAD54 branch 0, ERp5 block -3, XiGFP reactiv 0.0 and esBAF inh -12.
Screening CC(C)NC(=O)N(C)C[C@@H]1Oc2c(NC(=O)C3CCCCC3)cccc2C(=O)N([C@@H](C)CO)C[C@@H]1C returned E-selectin induc 0.2, ERAP1 HTS inh 2, S100A4 inh HTS -7, RAD52 inh -2, RAD54 branch -3, ERp5 block 3, XiGFP reactiv 0.3 and esBAF inh 0.

The list goes on; it opens with the two that closed the last part.
`CCCNC(=O)Nc1ccc2c(c1)C(=O)N(C)C[C@@H](OC)[C@H](C)CN(Cc1cccnc1)[C@@H](C)CO2` gave E-selectin induc 2.2, ERAP1 HTS inh 3, S100A4 inh HTS 44, RAD52 inh 33, RAD54 branch 0, ERp5 block -3, XiGFP reactiv 0.0 and esBAF inh -12.
Screening CC(C)NC(=O)N(C)C[C@@H]1Oc2c(NC(=O)C3CCCCC3)cccc2C(=O)N([C@@H](C)CO)C[C@@H]1C returned E-selectin induc 0.2, ERAP1 HTS inh 2, S100A4 inh HTS -7, RAD52 inh -2, RAD54 branch -3, ERp5 block 3, XiGFP reactiv 0.3 and esBAF inh 0.
CC(C)NC(=O)N(C)C[C@H]1Oc2ccc(NC(=O)Nc3ccccc3)cc2C(=O)N([C@H](C)CO)C[C@@H]1C was read as E-selectin induc 0.7&0.1, RAD54 branch 1, XiGFP reactiv 0.4&0.6 and esBAF inh -6.
For CN(CC(=O)Nc1ccccc1Sc1ccccc1)Cc1nc2ccccc2c(=O)[nH]1 the results were E-selectin induc 1.1, ERAP1 HTS inh 0, S100A4 inh HTS 2, RAD52 inh -10, RAD54 branch 0, ERp5 block 3, XiGFP reactiv -0.1 and esBAF inh -6.
`O=C(O)c1ccc(Nc2cnc3ccccc3n2)cc1` gave E-selectin induc -0.3, ERAP1 HTS inh -4, S100A4 inh HTS -3, RAD52 inh -12, ERp5 block -4, XiGFP reactiv 0.1 and esBAF inh 28.
Screening Cc1ccc(S(=O)(=O)N(C)C[C@@H]2OCCCC[C@H](C)Oc3ccc(NC(=O)NC(C)C)cc3C(=O)N([C@H](C)CO)C[C@@H]2C)cc1 returned E-selectin induc 0.0, ERAP1 HTS inh 0, S100A4 inh HTS -6, RAD52 inh 28, RAD54 branch -1, ERp5 block -1, XiGFP reactiv 0.4 and esBAF inh -3.
Screening O=C(Cc1ccccc1[N+](=O)[O-])NCC(O)c1ccc2c(c1)OCO2 (configuration not stated) returned E-selectin induc -0.4, ERAP1 HTS inh 1, S100A4 inh HTS 4, RAD52 inh -47, ERp5 block 2 and XiGFP reactiv 0.1.
Screening COC(=O)C[C@H]1C[C@H]2c3cc(NC(=O)c4ccc5c(c4)OCO5)ccc3O[C@H]2[C@@H](CO)O1 returned E-selectin induc 0.4, ERAP1 HTS inh 1, S100A4 inh HTS -5, RAD52 inh 4, RAD54 branch 0, ERp5 block 0, XiGFP reactiv 0.2 and esBAF inh 19.
Cc1ccc(-n2nc(C)c3onc(C)c3c2=O)cc1 was read as ERAP1 HTS inh 0, S100A4 inh HTS -10, RAD52 inh -9, ERp5 block -1, XiGFP reactiv 0.4 and esBAF inh -15.
Screening CC1CCCN(C(=O)COc2ccc(-c3ccccc3)cc2)C1 (configuration not stated) returned ERAP1 HTS inh 1, S100A4 inh HTS -2, RAD52 inh -8, RAD54 branch -10, ERp5 block 0, XiGFP reactiv 0.4 and esBAF inh 7.
Cn1c(=O)c2ccccc2n(CC(=O)NC2CCCC2)c1=O was read as ERAP1 HTS inh 1, S100A4 inh HTS 1, RAD52 inh 12, RAD54 branch -1, ERp5 block 2, XiGFP reactiv 0.0 and esBAF inh -7.
CC(C)NC(=O)Nc1ccc2c(c1)C(=O)N([C@H](C)CO)C[C@H](C)[C@H](CN(C)C(=O)Nc1cccc3ccccc13)O2 was read as E-selectin induc 0.0, ERAP1 HTS inh 0, S100A4 inh HTS -1, RAD52 inh -3, RAD54 branch -3, ERp5 block -5, XiGFP reactiv -0.1 and esBAF inh -3.
Screening O=[N+]([O-])c1ccc(N2CCN(c3ccc(O)cc3)CC2)cn1 returned ERAP1 HTS inh 2, S100A4 inh HTS 4, RAD52 inh -14, ERp5 block -3, XiGFP reactiv -0.1 and esBAF inh 10.
`CCOC(=O)c1cnc2ccc(Br)cc2c1NCCO` gave ERAP1 HTS inh 0, S100A4 inh HTS 0, RAD52 inh 5, RAD54 branch 10, ERp5 block -6 and esBAF inh -9.
Screening COc1cc2c(cc1OC)C(c1ccccc1)N(C(=O)c1ccccc1)CC2 (configuration not stated) returned ERAP1 HTS inh 1, S100A4 inh HTS -3, RAD52 inh 0, RAD54 branch 14, ERp5 block 4, XiGFP reactiv 0.0 and esBAF inh -2.
For O=C(Nc1ccc2c(c1)OCO2)c1cc(-c2ccccc2Cl)on1 the results were E-selectin induc 0.9, ERAP1 HTS inh -2, S100A4 inh HTS -3, RAD52 inh -30, RAD54 branch -3, ERp5 block -3, XiGFP reactiv 0.0 and esBAF inh 60*.
For CCOc1ccc2nc(NCCCNS(=O)(=O)c3ccc(C)cc3)c(C#N)cc2c1 the results were ERAP1 HTS inh 7, S100A4 inh HTS -2, RAD52 inh -23 and ERp5 block 3.
For C[C@H](CO)N1C[C@H](C)[C@@H](CN(C)S(=O)(=O)c2cn(C)cn2)Oc2ncc(C#CCN(C)C)cc2C1=O the results were E-selectin induc -0.1, ERAP1 HTS inh -2, S100A4 inh HTS 7, RAD52 inh -8, RAD54 branch -11, ERp5 block 0, XiGFP reactiv -0.6 and esBAF inh 7.
Cc1cc(N2O[C@]34C=C[C@]25C[C@@H](O)CC[C@]5(C)C3CC[C@]2(C)[C@@H]([C@H](C)/C=C/[C@H](C)C(C)C)CC[C@H]24)no1 (some centres not stated) was read as E-selectin induc 0.9, ERAP1 HTS inh 0, S100A4 inh HTS -4, RAD52 inh -9, RAD54 branch 4, ERp5 block 0, XiGFP reactiv 0.0 and esBAF inh 0.
Screening COC(=O)Cc1ccc(NC(=S)NCC(C)C)cc1 returned ERAP1 HTS inh -1, S100A4 inh HTS 2, RAD52 inh -7, ERp5 block -1 and XiGFP reactiv 0.1.
`CC(C)NC(=O)N(C)C[C@H]1OCCCC[C@@H](C)Oc2ccc(NS(=O)(=O)c3ccccc3)cc2C(=O)N([C@H](C)CO)C[C@@H]1C` gave E-selectin induc 0.0, ERAP1 HTS inh 2, S100A4 inh HTS 9, RAD52 inh 9, RAD54 branch -10, ERp5 block -4, XiGFP reactiv -1.2 and esBAF inh -4.
`CCCC(=O)Nc1ccc2c(c1)C(=O)N(C)C[C@H](OC)[C@H](C)CN(CC1CCCC1)[C@H](C)CO2` gave E-selectin induc 0.0, S100A4 inh HTS 9, RAD52 inh -8, RAD54 branch -4, ERp5 block 4, XiGFP reactiv 0.2 and esBAF inh -4.
For O=C(/C=C/c1ccco1)Nc1cccc2cccnc12 the results were ERAP1 HTS inh -3, S100A4 inh HTS -16, RAD52 inh -35, ERp5 block -4 and XiGFP reactiv 0.1.
For COc1ccc(-c2csc3nc(C)n(-n4cccc4)c(=O)c23)cc1OC the results were ERAP1 HTS inh 0, S100A4 inh HTS -4, RAD52 inh -5, RAD54 branch 1, ERp5 block 3 and esBAF inh -2.
For CCN(CC1CCCN(CCc2cccc(F)c2)C1)C(=O)c1ccc(CSC)o1 (configuration not stated) the results were E-selectin induc -4.7, ERAP1 HTS inh -1, S100A4 inh HTS -7, RAD52 inh -26, RAD54 branch 2, ERp5 block -1, XiGFP reactiv 0.1 and esBAF inh 5.

Compounds as they come; 2.5% or so of the library scored in one or more.
